eIF4E-4G inh: inhibitors of eIF4E and eIF4G interaction in translation initiation; P63073+Q04637; TR-FRET eIF4E-eIF4GI(517-606) binding, 2 h; inhibition, % at 21.7 µM; hit rate 0.37% among 220,000;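 active = inhibition above about 30%, limit read from the data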;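 note: 0% = full FRET control wells and 100% = background wells lacking eIF4GI fragment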
Ba/F3 V617F tox: lowers viability of Ba/F3 cells expressing EpoR and JAK2V617F; hit rate 1.1% among 220,000; inhibition, % at 5.6 µM; ATP luminescence;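 active = inhibition above the campaign mean plus 3 SD over all tested compounds, cut at about 24% in these data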;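 note: cytokine-independent growth of Ba/F3 cells driven by EpoR plus mutant JAK2; 0% = DMSO-treated cells and 100% = JAK inhibitor I control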
MDM2 E3 inh: inhibitors of human Mdm2 E3 ubiquitin ligase | Q00987 | cell-based MDM2 ubiquitination luciferase reporter, 2 h; 0 = plate control, 100 = twice control, blank-subtracted | signal enhancement, % at 5 µM | hit rate 0.11% among 210,000;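 active = signal enhancement of 30% or more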;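 note: luminescence tracks abundance of the self-degrading MDM2-luciferase fusion protein; higher signal means inhibition of MDM2 E3 ligase activity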
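Assay system: mammalian cells stably expressing self-ubiquitinating, self-degrading MDM2 E3–luciferase fusion. Quantity: 2000 cells in each well. Medium: DMEM culture medium. Compound dosing: single-point 5 µM. Timing: cell settling 4 h, compound treatment 2 h, both 37 °C. Technique: luciferase luminescence. Read-out basis: percent signal gain over controls, blank-subtracted. Benchmarks: plate controls and plate blanks.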
NPY2 pot ag: potentiates or activates human NPY-Y2 receptor; cells expressing NPY-Y2, potentiator/agonist read-out; activation, % at 3.6 µM; hit rate 0.45% among 220,000; in the data active = activation above about 27%;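 note: cells stimulated with NPY near EC25 plus isoproterenol at EC100; 0% = vehicle plus submaximal agonist and 100% = vehicle plus saturating agonist; some results beyond the cut were filed as inactive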
PERK inh: inhibitors of human PERK kinase; CHO PERK-DD fusion, SEAP luminescence translation reporter; inhibition, % at 5.6 µM; Q9NZJ5; hit rate 0.17% among 220,000;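 active = inhibition above the mean inhibition of all tested compounds plus 3 SD, set separately per screening campaign, cut at about 2.9% in these data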;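 note: PERK kinase domain activated by AP20187 dimerizer at 100 nM; 0% = DMSO with dimerizer and 100% = rapamycin at 8.4 µM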
BaF3 parental: parental Ba/F3 viability inhibition as JAK2V617F counter-screen. CellTiter-Glo ATP luminescence. inhibition, % at 5.6 µM. AID 1486. hit rate 1.1% among 220,000;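 active = inhibition above a per-campaign cutoff, the mean inhibition of all tested compounds plus 3 SD, cut at about 27% in these data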;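 note: 0% = DMSO wells and 100% = JAK Inhibitor I control wells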
S1P4 agonist: human S1P4 receptor agonism | hit rate 0.35% among 220,000 | activation, % at 4.98 µM | S1P4-expressing cell line, agonist reporter assay; in the data active = activation above about 11%;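 note: 0% = DMSO vehicle and 100% = reference agonist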
Target sequence (O95977 whole entry, looked up): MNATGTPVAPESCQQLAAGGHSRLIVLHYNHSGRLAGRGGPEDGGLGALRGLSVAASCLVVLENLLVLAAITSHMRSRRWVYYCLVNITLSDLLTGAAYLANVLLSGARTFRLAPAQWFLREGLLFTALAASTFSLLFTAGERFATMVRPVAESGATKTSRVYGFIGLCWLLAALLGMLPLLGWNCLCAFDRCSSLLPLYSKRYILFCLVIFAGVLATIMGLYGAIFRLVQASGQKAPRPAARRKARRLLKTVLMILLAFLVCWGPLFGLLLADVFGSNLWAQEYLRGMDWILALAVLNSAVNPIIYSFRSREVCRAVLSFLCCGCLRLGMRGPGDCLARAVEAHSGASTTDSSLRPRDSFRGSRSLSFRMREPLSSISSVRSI
S1P4 antagonist: antagonists of human S1P4 receptor; O95977; S1P4-expressing cells, antagonist mode, reporter read-out; inhibition, % at 4.98 µM; hit rate 0.26% among 220,000; AID 1510; in the data active = inhibition above about 29%;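 note: 0% = wells stimulated with agonist and 100% = vehicle wells without agonist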
Wee1 stabilizer: human Wee1 degradation inhibition, primary screen. P30291. hit rate 1.2% among 220,000. HeLa Luc-Wee1K328M stability, luciferase luminescence; 100% = proteasome inhibitor MG132 effect. reporter increase, % at 5 µM;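 active = activation above the mean of all tested compounds plus 3 SD, set per screening run, cut at about 8.8% in these data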;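 note: cells exposed to compound for 20 h before luminescence read; 0% = DMSO alone and 100% = MG132 at 30 µM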
Target sequence (P30291 whole entry K328M): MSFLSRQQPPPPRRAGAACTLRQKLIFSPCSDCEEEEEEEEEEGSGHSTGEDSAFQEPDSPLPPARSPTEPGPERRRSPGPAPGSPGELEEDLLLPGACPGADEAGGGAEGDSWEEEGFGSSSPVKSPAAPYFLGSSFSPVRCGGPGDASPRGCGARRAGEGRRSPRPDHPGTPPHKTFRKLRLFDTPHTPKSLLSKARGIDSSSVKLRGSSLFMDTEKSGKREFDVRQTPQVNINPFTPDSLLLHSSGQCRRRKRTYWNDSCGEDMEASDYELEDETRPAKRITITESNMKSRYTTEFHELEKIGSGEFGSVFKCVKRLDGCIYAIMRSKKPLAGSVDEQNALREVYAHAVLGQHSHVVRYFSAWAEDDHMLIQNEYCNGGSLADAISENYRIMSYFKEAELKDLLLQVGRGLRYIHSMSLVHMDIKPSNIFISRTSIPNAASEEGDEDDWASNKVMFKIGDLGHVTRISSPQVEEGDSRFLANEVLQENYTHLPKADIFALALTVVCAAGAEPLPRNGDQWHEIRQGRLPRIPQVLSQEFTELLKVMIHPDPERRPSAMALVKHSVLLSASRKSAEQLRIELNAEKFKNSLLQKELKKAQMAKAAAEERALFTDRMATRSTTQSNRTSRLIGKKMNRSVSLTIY
Numbers without * were called inactive; [ ] = another dose, or the depositor's remark.

CC(=O)Nc1sc(N/N=C\c2ccc(O)cc2)nc1-c1cccs1 was read as eIF4E-4G inh 1.4, Ba/F3 V617F tox 1.8, MDM2 E3 inh -3.5, NPY2 pot ag -6.0, PERK inh 2.2, BaF3 parental -3.3, S1P4 agonist 0.0, S1P4 antagonist -3.4 and Wee1 stabilizer 0.8.
`CC(=O)Nc1ccc(Sc2ncccc2C(=O)Nc2ccc(F)cc2)cn1` gave Ba/F3 V617F tox -2.1, MDM2 E3 inh -6.4, NPY2 pot ag 7.5, PERK inh -0.6, BaF3 parental 6.4, S1P4 agonist 0.3, S1P4 antagonist -7.6 and Wee1 stabilizer -0.1.
`CS(=O)(=O)NCc1nnc(SCc2ccc(C(F)(F)F)cc2)o1` gave eIF4E-4G inh -10.1, Ba/F3 V617F tox 1.3, NPY2 pot ag 101.8*, PERK inh -0.2, BaF3 parental -11.1, S1P4 agonist -1.1, S1P4 antagonist -2.6 and Wee1 stabilizer -2.8.
Screening COCC(=O)Nc1nc2ccccc2s1 returned eIF4E-4G inh -5.3, Ba/F3 V617F tox -3.0, MDM2 E3 inh 0.5, NPY2 pot ag 63.7*, PERK inh 1.8, BaF3 parental 7.9, S1P4 agonist 3.0, S1P4 antagonist -3.7 and Wee1 stabilizer 1.4.
For Cc1nc2ccccc2c(=O)n1/N=C/c1ccc(O)cc1 the results were eIF4E-4G inh 2.6, Ba/F3 V617F tox -0.2, MDM2 E3 inh 9.2, NPY2 pot ag 17.3, PERK inh 1.7, BaF3 parental -1.4, S1P4 agonist 1.0, S1P4 antagonist 5.8 and Wee1 stabilizer -4.3.
For COc1cc(C(=S)N2CCCC2)cc(OC)c1OS(=O)(=O)c1ccc(NC(C)=O)cc1 the results were eIF4E-4G inh 1.3, Ba/F3 V617F tox -0.3, MDM2 E3 inh -2.4, NPY2 pot ag 2.2, PERK inh -0.1, BaF3 parental 5.5, S1P4 agonist -0.2, S1P4 antagonist -3.1 and Wee1 stabilizer 1.9.
Screening COCCn1c(SCC(=O)NNC(=O)c2ccccc2)nc2ccccc2c1=O returned eIF4E-4G inh 7.0, Ba/F3 V617F tox -3.7, MDM2 E3 inh -12.1, NPY2 pot ag -7.0, PERK inh -0.2, BaF3 parental 1.9, S1P4 agonist 0.3, S1P4 antagonist -5.9 and Wee1 stabilizer -1.0.
`O=C(O)c1ccccc1N/N=C/c1cc(Br)cc(Br)c1O` gave eIF4E-4G inh 3.0, Ba/F3 V617F tox 1.8, MDM2 E3 inh -6.2, NPY2 pot ag -1.2, PERK inh -1.0, BaF3 parental -3.4, S1P4 agonist 0.9, S1P4 antagonist 3.6 and Wee1 stabilizer 0.2.
CC(C)C(C)NC(=O)COC(=O)/C=C/c1ccc(S(=O)(=O)N2CCc3ccccc32)cc1 (centres undefined) was read as eIF4E-4G inh 4.6, Ba/F3 V617F tox 5.3, MDM2 E3 inh -0.9, NPY2 pot ag 0.9, PERK inh 0.3, BaF3 parental 6.5, S1P4 agonist 1.1, S1P4 antagonist -13.6 and Wee1 stabilizer 0.9.
For Cc1ccc(CN(C)CC(=O)Nc2ccc3c(c2)CCC3)cc1 the results were eIF4E-4G inh -0.5, Ba/F3 V617F tox 4.0, MDM2 E3 inh 16.2, NPY2 pot ag -16.2, PERK inh -0.1, BaF3 parental 3.7, S1P4 agonist -2.6, S1P4 antagonist 22.6 and Wee1 stabilizer -1.1.
CCOC1CCCCC1NS(=O)(=O)c1ccc(Cl)cc1 (centres undefined) was read as eIF4E-4G inh -3.6, Ba/F3 V617F tox 2.9, MDM2 E3 inh -9.3, NPY2 pot ag -5.1, PERK inh 0.9, BaF3 parental -0.5, S1P4 agonist 2.2, S1P4 antagonist -3.0 and Wee1 stabilizer -1.3.
Screening Cc1cnc(NC(=O)COc2ccccc2)s1 returned eIF4E-4G inh 1.1[fluorescence artefact?], Ba/F3 V617F tox 1.6, MDM2 E3 inh -10.9, NPY2 pot ag -1.9, PERK inh 0.6, BaF3 parental 0.0, S1P4 agonist -0.7, S1P4 antagonist -5.5 and Wee1 stabilizer -1.9.
COC(=O)COc1ccc(NC(=O)Cn2nc(-c3ccccc3)c3ccccc3c2=O)cc1 was read as eIF4E-4G inh 1.5, Ba/F3 V617F tox -0.5, MDM2 E3 inh -1.4, NPY2 pot ag -0.4, PERK inh 2.1, BaF3 parental -1.7, S1P4 agonist 0.7, S1P4 antagonist 16.5 and Wee1 stabilizer -0.4.
For Cc1ccc(Nc2nc(=O)c3cccnc3s2)cc1 the results were eIF4E-4G inh -3.3, Ba/F3 V617F tox 0.5, MDM2 E3 inh -11.1, NPY2 pot ag 12.2, PERK inh -0.8, BaF3 parental 6.8, S1P4 agonist -2.7, S1P4 antagonist 1.4 and Wee1 stabilizer -1.6.
For CCC(=O)c1ccc(OCCN2CCOCC2)cc1 the results were eIF4E-4G inh 0.3, Ba/F3 V617F tox -0.5, MDM2 E3 inh 3.5, NPY2 pot ag 9.8, PERK inh 0.8, BaF3 parental 2.3, S1P4 agonist -0.2, S1P4 antagonist -1.1 and Wee1 stabilizer 1.2.
O=C(Cc1cccs1)N1CCC(c2nc3c(nnn3Cc3ccccc3Cl)c(=O)[nH]2)CC1 was read as eIF4E-4G inh -0.4, Ba/F3 V617F tox 3.0, MDM2 E3 inh -1.1, NPY2 pot ag -9.2, PERK inh 0.1, BaF3 parental 4.8, S1P4 agonist 1.7, S1P4 antagonist -8.3 and Wee1 stabilizer 2.7.
For CC(=O)n1c2ccccc2c2ccccc21 the results were eIF4E-4G inh 4.0, Ba/F3 V617F tox 0.6, MDM2 E3 inh -9.8, NPY2 pot ag -1.1, PERK inh 0.7, BaF3 parental 4.8, S1P4 agonist 1.0, S1P4 antagonist 5.0 and Wee1 stabilizer -3.0.
O=C(O)CC(c1cccc2ccccc12)N1Cc2ccccc2C1=O (centres undefined) was read as eIF4E-4G inh 6.7, Ba/F3 V617F tox -0.4, MDM2 E3 inh -14.5, NPY2 pot ag 18.5, PERK inh 1.4, BaF3 parental 2.1, S1P4 agonist 0.4, S1P4 antagonist -11.1 and Wee1 stabilizer 0.3.
Screening CC1CN(c2ccc([N+](=O)[O-])cc2C(=O)N2CCOCC2)CC(C)N1 (centres undefined) returned eIF4E-4G inh 0.9, Ba/F3 V617F tox -3.1, MDM2 E3 inh -8.3, NPY2 pot ag -4.7, PERK inh 0.7, BaF3 parental 0.1, S1P4 agonist 0.3, S1P4 antagonist -7.4 and Wee1 stabilizer 3.8.
Screening Cc1ccnc(NS(=O)(=O)c2ccc(NC(=O)c3ccc(C)o3)cc2)n1 returned eIF4E-4G inh -5.0, Ba/F3 V617F tox -0.5, MDM2 E3 inh -1.8, NPY2 pot ag -6.1, PERK inh 0.7, BaF3 parental 2.1, S1P4 agonist 0.4, S1P4 antagonist -9.8 and Wee1 stabilizer 3.6.
`Cc1nn(C)cc1C1Nc2ccccc2C(=O)N1O` (centres undefined) gave eIF4E-4G inh 3.0, Ba/F3 V617F tox -2.4, MDM2 E3 inh -5.8, NPY2 pot ag -3.0, PERK inh -0.1, BaF3 parental 4.5, S1P4 agonist -2.2, S1P4 antagonist -18.4 and Wee1 stabilizer 1.0.
Screening NC(=O)C1CCN(C(=O)c2cc3n(n2)C(C(F)(F)F)CC(c2ccco2)N3)CC1 (centres undefined) returned eIF4E-4G inh 2.0, Ba/F3 V617F tox 3.0, MDM2 E3 inh -8.8, NPY2 pot ag -9.9, PERK inh 0.5, BaF3 parental 3.4, S1P4 agonist -4.3, S1P4 antagonist 3.5 and Wee1 stabilizer 1.1.
For CCOC(=O)Cn1c(=NC(=O)c2sc3ccccc3c2Cl)sc2cc(S(N)(=O)=O)ccc21 the results were eIF4E-4G inh 12.6, Ba/F3 V617F tox -0.8, MDM2 E3 inh -1.4, NPY2 pot ag 4.4, PERK inh 0.8, BaF3 parental 6.5, S1P4 agonist 1.2, S1P4 antagonist -16.4 and Wee1 stabilizer 0.6.
`Clc1ccc(-c2nc(NCCN3CCOCC3)c3ccccc3n2)cc1` gave eIF4E-4G inh 0.3, Ba/F3 V617F tox -0.3, MDM2 E3 inh -9.3, NPY2 pot ag 28.0, PERK inh -0.4, BaF3 parental 3.0, S1P4 agonist 0.7, S1P4 antagonist 15.0 and Wee1 stabilizer 1.7.
For CC(=O)c1c(C)[nH]c(C(=O)CSc2nc3ccccc3c(=O)n2CCCN2CCOCC2)c1C the results were eIF4E-4G inh 0.9, Ba/F3 V617F tox 2.2, MDM2 E3 inh -12.9, NPY2 pot ag -18.6, PERK inh -0.9, BaF3 parental 4.8, S1P4 agonist 0.0, S1P4 antagonist 5.9 and Wee1 stabilizer 2.0.
`Cc1cc(C)nc(N2CCCC(C(=O)Nc3ccc4nc(C)c(C)nc4c3)C2)n1` (centres undefined) gave eIF4E-4G inh -0.6[fluorescence artefact?], Ba/F3 V617F tox -0.6, MDM2 E3 inh -3.4, NPY2 pot ag -1.8, PERK inh -1.1, BaF3 parental -1.8, S1P4 agonist -0.4, S1P4 antagonist -17.1 and Wee1 stabilizer 0.7.
`CCN1CCN(C(=O)Nc2cccc3ccccc23)CC1` gave eIF4E-4G inh -2.9, Ba/F3 V617F tox -0.2, MDM2 E3 inh -3.8, NPY2 pot ag 4.6, PERK inh 1.4, BaF3 parental 2.6, S1P4 agonist -0.8, S1P4 antagonist -4.7 and Wee1 stabilizer 0.5.
CCN(CC)CC#CCOC(c1ccccc1)c1ccccc1 was read as eIF4E-4G inh 7.2, Ba/F3 V617F tox 1.5, MDM2 E3 inh -19.6, NPY2 pot ag -2.4, PERK inh 0.7, BaF3 parental 7.3, S1P4 agonist -1.7, S1P4 antagonist -1.8 and Wee1 stabilizer 2.1.
For CCSc1nc2ccc(OC)cc2cc1C#N the results were eIF4E-4G inh -0.6[fluorescence artefact?], Ba/F3 V617F tox -3.3, MDM2 E3 inh -0.9, NPY2 pot ag -3.3, PERK inh 0.6, BaF3 parental 0.3, S1P4 agonist 1.7, S1P4 antagonist -14.6 and Wee1 stabilizer 0.8.
`Cc1ccc(S(=O)(=O)N2CCOCC2)cc1C(=O)NC1CCCCC1` gave eIF4E-4G inh -1.1[fluorescence artefact?], Ba/F3 V617F tox 0.0, MDM2 E3 inh -6.9, NPY2 pot ag -8.7, PERK inh -1.4, BaF3 parental 3.6, S1P4 agonist 0.8, S1P4 antagonist -21.7 and Wee1 stabilizer 2.2.
Screening COc1cccc(OC)c1NC(=O)c1nc2c(nnn2Cc2ccccc2Cl)c(=O)[nH]1 returned eIF4E-4G inh 3.9, Ba/F3 V617F tox 2.2, MDM2 E3 inh -0.8, NPY2 pot ag -21.6, PERK inh 1.9, BaF3 parental 9.2, S1P4 agonist 1.6, S1P4 antagonist 10.2 and Wee1 stabilizer -0.5.
For CCc1nnc(NC(=O)c2cccc(S(=O)(=O)N3CCc4ccccc43)c2)s1 the results were eIF4E-4G inh -15.3[fluorescence artefact?], Ba/F3 V617F tox -0.4, MDM2 E3 inh 7.6, NPY2 pot ag 13.1, PERK inh 0.3, BaF3 parental 3.0, S1P4 agonist 1.4, S1P4 antagonist -17.6 and Wee1 stabilizer -2.0.
Screening Cc1ccc(C(=O)C[n+]2cc(-c3ccc(C)cc3)n3c2CCCCC3)cc1 returned eIF4E-4G inh 3.6, Ba/F3 V617F tox 102.1*, MDM2 E3 inh -7.8, NPY2 pot ag -10.3, PERK inh 1.1, BaF3 parental 88.9*, S1P4 agonist 0.5, S1P4 antagonist 3.2 and Wee1 stabilizer 1.9.

Bioassay records as filed in PubChem BioAssay.
